DRD3 antagonist – qHTS of D3 Dopamine Receptor Antagonist: qHTS; D(3) dopamine receptor (Homo sapiens), P35462; D3R cells, DiscoveRx beta-arrestin luminescence, antagonist mode; active compounds read low; max response, negative = inhibition, %; 360,000 tested, 2.5% active; in the data active = max response below about -50%; inconclusive = no clear call, values can overlap the other calls; note: % is set by controls: 0 for no effect and ±100 for the full control effect; mostly tested at two doses, the higher about 12 µM
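Cells expressing the human receptor were seeded at 1500 cells/well, incubated overnight at 37 degrees C in 5% CO2, then exposed to library compounds with dopamine controls for 90 minutes at 37 degrees C before luminescent detection.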
TDP-43 yeast inh – qHTS of TDP-43 Inhibitors. Potency, µM (doses to about 46.1 µM), for the others: at the highest dose growth rescue (activation), most hits filed as activators. 410,000 tested, 1.8% active. TDP-43 expressing yeast growth rescue, BacTiter-Glo, 24 h; note: potency is the fitted concentration of half-maximal effect; % of control where 0% means no effect; nearly all actives have a fitted effect of over 50% in size
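Galactose-induced TDP-43 yeast, OD600=0.02, compound pinned; 24 hr, 30 deg C; BacTiter-Glo luminescence for growth. Inhibitors of TDP-43 toxicity read as activators.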
Abeta rescue – qHTS for compounds that reverse cellular toxicity of Amyloid beta (A-beta) peptide in yeast: Primary Screen; 410,000 tested, 0.063% active; Potency, µM (titrated, usually from 46.1 µM), inactives show at the top dose growth rescue, actives largely listed as activators; yeast expressing A-beta42, growth rescue, OD600, 48 h; response scale: 0% DMSO, 100% iron-clioquinol control; note: potency is the fitted concentration of half-maximal effect; nearly all actives have a fitted effect of over 55% in size
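Growth rescue measured by 600 nm absorbance after 48 h yeast culture at 30 C with compound. Values normalized between DMSO and an equimolar ferric chloride plus clioquinol control.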
aSyn yeast inh – qHTS of alpha-syn Inhibitors. 370,000 tested, 0.14% active. Potency, µM (titrated, usually from 46.1 µM), for the others: at the top dose growth rescue (activation), usual class: activators. Yeast expressing alpha-synuclein, growth rescue, BacTiter-Glo, 24 h; note: potency is the fitted concentration of half-maximal effect; % of control where 0% means no effect; nearly all actives have a fitted effect of over 65% in size
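Screening used galactose-induced yeast with toxic alpha-synuclein levels, exposed to compound for 24 hr at 30 deg C. Cell growth, read with BacTiter-Glo luminescence, gave the measured signal.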
FUS yeast rescue – qHTS for Suppressors of FUS Proteinopathy: Primary screen using FUS-linked yeast assay; S. cerevisiae FUS-expressing, growth rescue, OD600, 24 h; Potency, µM (doses to about 76.6 µM), for inactives: at the highest dose growth rescue (activation), actives largely listed as activators; 390,000 tested, 0.24% active; AID 1347120, 2019;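 note: potency is the fitted concentration of half-maximal effect; plate controls were DMSO vehicle for no effect and reference control for full effect; nearly all actives have a fitted effect of over 55% in size; some results filed as inactive show a strong effect at the top dose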
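Galactose (2%) drives FUS expression in yeast precultured in raffinose; seeding density OD 0.005. Test compounds incubated 24hr at 30C and 99% humidity before absorbance at 600 nm was measured.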
EPAC2 ag – qHTS for Agonist of cAMP-regulated guanine nucleotide exchange factor 4 (EPAC2): primary screen | 360,000 tested, 0.079% active | EPAC2 activation, biochemical qHTS; response scale: 100% = 6.5 mM cAMP response | Rap guanine nucleotide exchange factor 4 (Homo sapiens), Q8WZA2 | AID 720711, 2013 | Potency, µM (highest dose often 154 µM), without a hit: at the top dose activation, most hits filed as activators; note: potency is the fitted concentration of half-maximal effect; nearly all actives have a fitted effect of over 50% in size
Target sequence (Q8WZA2 whole entry, looked up): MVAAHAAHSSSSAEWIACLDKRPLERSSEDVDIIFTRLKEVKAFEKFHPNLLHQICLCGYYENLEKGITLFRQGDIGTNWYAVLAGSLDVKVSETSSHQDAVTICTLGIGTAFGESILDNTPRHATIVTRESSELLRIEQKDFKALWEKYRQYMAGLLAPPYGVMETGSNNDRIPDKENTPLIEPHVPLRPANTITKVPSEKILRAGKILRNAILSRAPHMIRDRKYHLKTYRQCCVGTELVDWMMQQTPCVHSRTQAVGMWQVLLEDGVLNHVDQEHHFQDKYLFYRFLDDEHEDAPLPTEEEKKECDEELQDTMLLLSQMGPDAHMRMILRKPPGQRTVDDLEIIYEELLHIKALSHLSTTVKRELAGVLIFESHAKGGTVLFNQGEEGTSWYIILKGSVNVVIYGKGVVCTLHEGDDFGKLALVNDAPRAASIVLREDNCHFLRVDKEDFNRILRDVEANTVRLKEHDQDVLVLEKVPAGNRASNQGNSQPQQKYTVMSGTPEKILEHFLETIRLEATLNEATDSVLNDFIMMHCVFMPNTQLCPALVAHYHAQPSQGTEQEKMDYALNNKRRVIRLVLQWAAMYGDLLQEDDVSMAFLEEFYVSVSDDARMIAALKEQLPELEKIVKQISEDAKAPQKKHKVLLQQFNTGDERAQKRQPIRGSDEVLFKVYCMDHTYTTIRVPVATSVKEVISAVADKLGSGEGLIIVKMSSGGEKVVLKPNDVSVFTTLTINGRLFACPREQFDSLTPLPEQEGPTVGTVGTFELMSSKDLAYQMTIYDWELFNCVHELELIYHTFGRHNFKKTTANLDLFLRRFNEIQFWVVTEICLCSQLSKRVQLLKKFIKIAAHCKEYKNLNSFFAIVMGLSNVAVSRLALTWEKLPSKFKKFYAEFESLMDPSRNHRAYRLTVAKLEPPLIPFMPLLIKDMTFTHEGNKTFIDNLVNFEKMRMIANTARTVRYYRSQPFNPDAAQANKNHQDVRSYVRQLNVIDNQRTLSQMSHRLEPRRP
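Exchange assay: 100 nM EPAC2 with 250 nM Rap1B-BODIPY-GDP and 50 uM GDP. Fluorescence (ex 480/em 540 nm) read every 5 min for 30 min at room temperature. Data normalized to 6.5 mM cAMP as agonist control.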
D3 ag – qHTS of D3 Dopamine Receptor Agonist: qHTS; D3R DiscoveRx beta-arrestin cells, luminescence, 90 min; D(3) dopamine receptor (Homo sapiens), P35462; 410,000 tested, 0.58% active; max activation, %; in the data active = max activation above about 30%; note: 0% is about no effect; mostly tested at two doses, the higher about 12 µM
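Agonist mode: compounds and dopamine controls were applied to plated cells for 90 min at 37 degrees C after an overnight attachment at 1500 cells/well. Luminescent read-out followed 30 - 60 minutes at room temperature with DiscoveRx detection reagent.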
EPAC2 antag – qHTS for Antagonist of cAMP-regulated guanine nucleotide exchange factor 2 (EPAC2): primary screen; Potency, µM (series often up to 114 µM), for the others: at the highest dose activity, negative = inhibition, usual class: inhibitors; EPAC2 GEF exchange of Rap1B-BODIPY-GDP, fluorescence; 360,000 tested, 0.18% active; note: potency is the fitted concentration of half-maximal effect; % is set by controls: 0 for no effect and ±100 for the full control effect; nearly all actives have a fitted effect of over 45% in size; many of its hits are not listed in these tables
Starred values were filed as active, the others as inactive; ? = inconclusive; . = not tested or not shown; & = joins results of further samples; [ ] = dose if it differs, or a comment. Unless noted, calls come from the whole dose curve; as a rule, active = well fitted curve in the direction sought with a large enough effect; inconclusive = small, poorly fitted or top-dose-only effect, or another doubt; inactive = no such curve, though single readings can be large; an effect the other way counts as inactive or inconclusive. Only part of the results is shown. The share of hits here may be higher or lower than overall.

SMILES	DRD3 antagonist	TDP-43 yeast inh	Abeta rescue	aSyn yeast inh	FUS yeast rescue	EPAC2 ag	D3 ag	EPAC2 antag
CC1(c2ccc3c(c2)OCCO3)NC(=O)N(CC(=O)Nc2ccccc2SCC#N)C1=O (stereo unspecified)	9	18%	11%	1%	2%	8%	0	1%
Cc1cc(C)n(CCCNC(=O)c2ccc(C)c(S(=O)(=O)N3CCOCC3)c2)n1	-12	20%	11%	-4%	3%	2%	-4	14%
COc1ccc(Cl)cc1S(=O)(=O)n1nnc2ccccc21	1	-2%	-11%	-7%	24%	9%	3	-13%
CC1CC(C)CN(c2ncc3c(n2)CC(c2ccc(Cl)cc2)CC3=O)C1 (stereo unspecified)	-15	-5%	2%	9%	5%	3%	-25	-13%
O=C1CCCC2=C1C(c1cn(-c3ccccc3)nc1-c1cccs1)c1c([nH]c(=O)[nH]c1=O)N2 (stereo unspecified)	4	5%	19%	5%	34%	6%	5	-2%
Cc1ccc(N2CC(C(=O)OCC(=O)NNC(=O)c3ccccc3)CC2=O)cc1 (stereo unspecified)	?	8%	4%	0%	2%	-8%	-14	12%
c1cncc(-c2nc(N3CCOCC3)c3c4c(sc3n2)CCC4)c1	-6	?	18%	9%	13%	13%	3	-2%
Cc1ccc(C(=O)N/C(=C\c2ccc(-c3ccc([N+](=O)[O-])cc3)o2)C(=O)NC2CCS(=O)(=O)C2)cc1 (stereo unspecified)	-6	-1%	0%	2%	.	-2%	-1	2%
COc1ccc(NC(=S)NCCc2ccc(Cl)cc2)c(OC)c1	?	?	10%	6%	34%	4%	1	3%
Cn1c2c(c(=O)n(C)c1=O)CN(CCN1CCNCC1)CN2	-4	-6%	-10%	-1%	22%	9%	2	26%
Cc1ccc(Cn2c(C)c3cnn(CC(=O)N4CCN(c5ccc(F)cc5)CC4)c(=O)c3c2C)cc1	.	16µM*	-17%	.	?	.	-1	.
COC(=O)c1sccc1NS(=O)(=O)c1ccccc1[N+](=O)[O-]	0	12%	-2%	0%	-4%	8%	1	13%
COc1ccc(C2C(=O)N(CCc3ccccc3)CC(=O)N2C2CCCCC2)cc1 (stereo unspecified)	-14	-22%	1%	4%	38%	9%	10	-2%
COc1ccccc1NC(=O)C1CCN(C(=O)NCc2ccccc2)CC1	32	-18%	-3%	1%	18%	6%	-10	17%
FC(F)(F)c1cccc(/C=N/NC(=S)NC2CCCCC2)c1	-22	5%	14%	-9%	27%	-11%	-7	1%
Cc1cccc(NS(=O)(=O)c2cccc(C(=O)NCC(c3ccco3)N3CCCCC3)c2)c1 (stereo unspecified)	-64*	11%	15%	2%	14%	16%	-11	-15%
CCN1C(=NCc2cc(OC)c(OC)c(OC)c2)N[C@@H](c2cccc(C(F)(F)F)c2)C(C(=O)OC)=C1C	45	14%	4%	0%	26%	-7%	5	-8%
Cc1ccc2cc(CN(CCCN3CCOCC3)C(c3nnnn3Cc3ccco3)C(C)C)c(=O)[nH]c2c1C (stereo unspecified)	23	-23%	4%	9%	?	3%	-21	-6%
Cc1ccc(-c2nc3cc(N)ccc3o2)c(C)c1	6	9%	-30%	6%&0%	24%	6%	5	-16%
Cc1ccnc(NC(=O)CNC(=O)Cc2cccc3ccccc23)c1	-4	-31%[inhibitor]	-6%	0%	?	9%	-4	1%
CCNC(=O)N(C)C[C@H]1N[C@@](C)(C(=O)OC)[C@H]2C(=O)N(Cc3ccccc3)C(=O)[C@@H]12	25	-3%	-5%	0%	-11%	3%	-11	2%
CCOC(=O)Nc1ccc2c(c1)nc(CN1CCOCC1)n2C	0	-16%	3%	-1%	.	2%	1	2%
O=C(NCc1ccccc1)C1CCC(=O)N(CC2CCCCC2)C1 (stereo unspecified)	0	13%	?	3%	11%	7%	-1	-5%
COc1ccc(N(CC(=O)Nc2ccc3c(c2)OCO3)S(=O)(=O)c2ccccc2)cc1OC	7	8%	10%	2%	-19%	7%	1	1%
COc1ccc(CCNC(=O)COC(=O)c2cc(S(=O)(=O)N3CCCC3)ccc2O)cc1	10	22%	8%	0%[1.84 µM]	22%	3%	6	5%
CC(C)Oc1ccc(CN2CCC2(C)C(=O)Nc2cccc(Oc3ccccc3)c2)cc1 (stereo unspecified)	7	19%	9%	-8%	27%	5%	0	-13%
COc1ccc(N2CCN(CC(O)COc3c(OC)cccc3OC)CC2)cc1 (stereo unspecified)	-28	15%&-8%	8%&-15%	4%	-18%&13%	2%	-4&-23	14%
CCc1cccc(CC)c1N(COC)C(=O)Cn1c(C(C)O)nc2ccccc21 (stereo unspecified)	7	-10%	11%	7%	13%	0%	-8	8%
Cc1cn(CC(=O)N(C)Cc2ccco2)c(=O)[nH]c1=O	-13	-5%	-6%	-3%	-20%	10%	4	6%
c1ccc(-n2c3ccccc3c3ccccc32)cc1	8	-4%	-11%	-6%	-1%	8%	0	-25%

Compounds above containing a nitro group on carbon:
SMILES	DRD3 antagonist	TDP-43 yeast inh	Abeta rescue	aSyn yeast inh	FUS yeast rescue	EPAC2 ag	D3 ag	EPAC2 antag
Cc1ccc(C(=O)N/C(=C\c2ccc(-c3ccc([N+](=O)[O-])cc3)o2)C(=O)NC2CCS(=O)(=O)C2)cc1 (stereo unspecified)	-6	-1%	0%	2%	.	-2%	-1	2%
COC(=O)c1sccc1NS(=O)(=O)c1ccccc1[N+](=O)[O-]	0	12%	-2%	0%	-4%	8%	1	13%

Remaining list, next part
SMILES	DRD3 antagonist	TDP-43 yeast inh	Abeta rescue	aSyn yeast inh	FUS yeast rescue	EPAC2 ag	D3 ag	EPAC2 antag
O=C(NCc1ccc(S(=O)(=O)Nc2ccccc2Cl)s1)c1ccccc1	-9	-30%	16%	1%	15%	2%	-11	-20%
Cc1ccc2ncccc2c1N	-22	-11%	-2%	-12%	14%	9%	-8	-2%
N#Cc1c(N)n(Cc2ccccc2)c(=O)c2cc([N+](=O)[O-])ccc12	-27	0%	-21%	-2%	22%	7%	-15	-11%
COc1ccc(/C=C/C(=O)O/N=C(\N)c2ccccc2)cc1OC	6	19%	-17%	-9%	.	20%	2	-5%
CCOC(=O)c1cc2ccccc2n1C1CCN(C)CC1	-18	7%	-6%	1%	-14%	1%	-14	0%
COc1cc(OC)cc(-c2c(C#Cc3ccsc3)c3cc(-c4ccccc4OC)ccc3n2C)c1	7	-12%	0%	0%	?	-1%	-16	4%
Cc1ccc(C(NC(=O)C2CCN(CCOc3ccc(Cl)cc3)CC2)c2ccccn2)cc1 (stereo unspecified)	-94*	27%	0%	3%	-1%	9%	-12	10%
Cc1ccc(SC(C)C(=O)Nc2ncn[nH]2)cc1 (stereo unspecified)	9	16%	4%	-8%	-10%	-5%	-9	9%
COc1ccc(C(=O)CCN2CCCC(C)C2)cc1 (stereo unspecified)	0	-13%	-19%	-31%[inhibitor]	-1%	9%	-41	0%
O=C(/C=C/c1ccc(Cl)cc1)Nc1cc(S(=O)(=O)N2CCOCC2)ccc1N1CCOCC1	0	24%	20%	1%	24%	7%	-3	-3%
O=C(CN1C(=O)NC2(CCCC2)C1=O)OCc1ccc(F)cc1	10	-13%	4%	-2%	-15%	4%	4	3%
Cc1onc(-c2ccccc2Cl)c1-c1nc(-c2ccccn2)no1	-6	25%	-24%	-33%[inhibitor]	26%	5%	-5	-1%
Cc1nc(CN(C)C(=O)CC2C(=O)NCCN2Cc2ccc(F)cc2)cs1 (stereo unspecified)	-18	6%	2%	0%	.	2%	0	-5%
O=C(CCC(=O)N1CCN(Cc2ccccc2)CC1)Nc1nnc(C2CCCCC2)s1	9	5%	2%	0%	10%	5%	-2	-3%
CSc1ncccc1C(=O)OCc1c(F)cccc1Cl	3	3%	-6%	0%	15%	13%	-10	?
CCCC(C)C(=O)Nc1nc(C)c(-c2csc(Nc3cc(OC)ccc3OC)n2)s1 (stereo unspecified)	-21	-9%	-14%	22%	?	-7%	7	-2%
Cc1ccc(OCCC(=O)NNC(=O)c2nn(C)c(=O)c3ccccc23)cc1	-6	20%	3%	2%	.	-3%	6	-1%
Cc1ccc(S(=O)(=O)N(C)c2c(C)ccc(S(=O)(=O)N3CCN(C=O)CC3)c2C)cc1	6	24%	13%	0%	19%	-3%	1	5%
CN(/C=C/C(=C/C=[N+](C)c1ccccc1)OCCCS(=O)(=O)[O-])c1ccccc1	10	15%	8%	-1%	11%	14%	9	11%
CC1CCC(=C(C#N)c2nc(-c3cc4ccccc4oc3=O)cs2)CC1 (stereo unspecified)	10	2%	22%	0%	10%	5%	3	0%
COc1ccc(NC(=O)CSCC(=O)N(C)CCOc2ccc(Cl)cc2)cc1	26	0%	0%	14%	21%	0%	4	3%
Cc1ccc(S(=O)(=O)N2CCN(c3ccccc3)CC2)cc1	-21	6%	14%	2%	-10%	2%	3	0%
FC(F)(F)c1ccc(C2[C@H]3CN(Cc4cccnc4)[C@H](c4ccccc4)C34CC2(c2cccnc2)C4)cc1 (stereo partly specified)	?	-17%	-15%	17%	10%	0%	-18	-21%
CN(CC(=O)Nc1cccc(F)c1)C(=O)c1cn(-c2ccccc2)nc1-c1ccccc1	9	25%	20%	1%	7%	10%	5	-12%
CCC(C)n1c(C)nc2c(c1=O)c1nc3ccccc3nc1n2CCC1=CCCCC1 (stereo unspecified)	31	-4%	0%	.	8%	10%	-1	-7%
COc1cc(SC)ccc1C(=O)N(Cc1ccccc1)c1ccccc1	-8	-15%	-12%	-29%	26%	13%	-23	?
Cc1ccc(C(=O)NCCCNCCCN(C)C)cn1	13	-4%	-3%	1%	28%	2%	2	3%
CCC(C)(C)NC(=O)C(c1ccc(OC)cc1)N(CCOC)C(=O)CCC(=O)Nc1nccs1 (stereo unspecified)	-1	-18%	-19%	0%	13%	-1%	2	5%
Nc1nnc(SCC(=O)Nc2ccc(N3CCOCC3)cc2)s1	11	5%	-1%	0%	-3%	6%	1	14%

Assay outcomes (PubChem)
